Autophagy HCS – modulators of autophagy. calls only at 10 µM (by protocol). hit rate 0.98% among 190,000. MEF GFP-LC3 puncta imaging; test concentration mostly 10 µM. AID 463193;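 active = percentage of spot-positive cells more than 3 SD above its plate mean, without a fluorescence outlier flag or 80% toxicity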;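 note: spot-positive cell cutoff set from DMSO-treated cells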
b-catenin transl – modulators of beta-catenin nuclear translocation; hit rate 0.3% among 190,000; nuclear translocation activity, % at 5 µM; AID 1665; HeLa beta-catenin nuclear translocation, immunofluorescence imaging;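 active = nuclear translocation activity above 50% at 5 µM, with a well cell count of 50 or more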;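 note: per-cell ratio of nuclear to cytoplasmic median beta-catenin stain intensity; plate controls were DMSO negative control for no effect and GSK-3 inhibitor IX positive control for full effect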
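Test system: HeLa cells, endogenous beta-catenin; Compound: single 5 µM dose plus 0.02–20 µM confirmation series; Times: compound exposure 24 h at 37°C; Signal: fluorescence imaging of beta-catenin antibody stain plus DAPI; Read-out: % activation, nuclear-to-cytoplasmic median beta-catenin signal ratio per cell.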
Myeloid diff MLP – compounds promoting myeloid differentiation; ER-HoxA9 myeloid progenitors, lysozyme-GFP differentiation, flow cytometry; calls only at 10 µM; hit rate 1% among 360,000;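 active = normalized GFP-positive differentiation at or above the plate's own cutoff, the solvent-only control mean plus 3 SD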;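 note: cells exposed to compound for four days before flow analysis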
Lipid droplet – modulators of hepatic lipid droplet formation | hit rate 0.4% among 240,000 | inhibition, % at 6.5 µM | AML12 mouse hepatocytes, oleate lipid droplets, BODIPY imaging | AID 1656;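 active = lipid droplet intensity inhibited by at least 50%, with more than 500 cells counted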
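Material – mouse AML12 hepatocyte cell line, fixed after treatment · Compound dosing – one dose, 6.5 µM compound · Times – compound with oleate, overnight · Measured by – Image-based BODIPY and DAPI two-channel analysis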
WT yeast gro inh – growth inhibition of WT yeast, mitochondrial fusion screen; hit rate 2.1% among 190,000; inhibition, % at 10 µM; mitochondrial fusion phenotypic screen, WT strain; in the data active = inhibition above about 58%; tested in S. cerevisiae
West Nile virus CPE – West Nile virus antiviral activity, cell-based, CPE readout (AID 1621) | CPE inhibition, % at 10 µM; hits with a dose series show IC50 in µM | West Nile virus-infected cells, CPE inhibition; higher % means a stronger effect | hit rate 0.02% among 290,000; in the data active = a potency from the dose series; note: strong numbers were not always called active
T cell modulator – T cell immune modulation candidate; calls only at 7 µM; hit rate 0.068% among 330,000; 2C CD8+ T cell-vesicle binding, flow cytometry; active compounds read low;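 active = response, share of CD8 T cells binding vesicles, and their 90th percentile fluorescence all below set limits, cut at about 80% in these data, passing the limit was not always enough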
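incubation = binding step 1.5 h, 37 °C, antibody labelling 20 min, ice | test system = 2C mouse CD8+ T cells | read-out basis = percent CD8+ FL2 mean versus row control | controls = Peptide-free naked vesicles (low) and QL9 vesicles with 0.7% DMSO vehicle (high) | detection = flow cytometry of vesicle-bound cells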
MT stabilize HCS – microtubule stabilization, imaging screen | HeLa tubulin immunostaining HCS, 24 h; share of cells brighter than vehicle mean+2SD | % tubulin-high responders, % at 10 µM | hit rate 0.83% among 200,000 | AID 2205;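 active = plate Z-score above 3 for both tubulin-high and condensed-nucleus cell shares, with cell loss under 80%, at 10 µM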;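 note: anti alpha tubulin signal scored within the nucleus-defined area of each cell; some results filed as inactive read as strong as hits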
Ins promoter up – MIN6 insulin promoter up-regulation; MIN6 insulin promoter-GFP reporter, high-content imaging; active compounds read high; z-score at 5 µM; hit rate 0.3% among 190,000;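 active = z-score above 3 at 5 µM with at least 500 cells counted in the well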
WT yeast gro inh mutant strain – second read-out of WT yeast gro inh, no call of its own (marks repeat the call); inhibition, %; mitochondrial fusion phenotypic screen, mutant strain inhibition
Ins promoter up cell count – second read-out of Ins promoter up, no call of its own (marks repeat the call); cell count; measured here: cytotoxicity, nuclei count;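 total cells summed across four imaged fields per well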
Lipid droplet cells 6.5 µM – second read-out of Lipid droplet, no call of its own (marks repeat the call); cell count; measured here: cell count, cytotoxicity flag;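 cells counted across two imaged fields per well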
b-catenin transl cell count 5 µM – further read-out of b-catenin transl, marked with its call; cell count; measured here: cell count, cytotoxicity flag
T cell modulator vesicle-bound % – second read-out of T cell modulator, no call of its own (marks repeat the call); double positive events, %; measured here: CD8+ vesicle-bound cell fraction;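 binding gate set so that unloaded-vesicle control wells show 10% double positive cells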
MT stabilize HCS Hoechst-high % – further read-out of MT stabilize HCS, marked with its call; % Hoechst-high responders; measured here: nuclear condensation Hoechst responders;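 share of cells brighter than vehicle mean plus two SD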
MT stabilize HCS cytotoxicity % – further read-out of MT stabilize HCS, marked with its call; toxicity, %; measured here: cytotoxicity by cell density;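 0% = mean cell density of plate MIN control wells and 100% = no cells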
Autophagy HCS cell loss 18 h – second read-out of Autophagy HCS, no call of its own (marks repeat the call); toxicity, %; measured here: cell loss, nuclei count;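 cell loss after 18 h compound exposure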
Myeloid diff MLP GFP+ MAC1+ % – also measured in Myeloid diff MLP; calls as there; GFP+ MAC1+ double positive, %; measured here: differentiation confirmed by MAC1 staining
Starred values were filed as active, the others as inactive; i = inactive; . = not tested or not shown; + = active, no number.

SMILES | Autophagy HCS | Autophagy HCS cell loss 18 h | b-catenin transl | b-catenin transl cell count 5 µM | Myeloid diff MLP | Myeloid diff MLP GFP+ MAC1+ % | Lipid droplet | Lipid droplet cells 6.5 µM | WT yeast gro inh | WT yeast gro inh mutant strain | West Nile virus CPE | T cell modulator | T cell modulator vesicle-bound % | MT stabilize HCS | MT stabilize HCS Hoechst-high % | MT stabilize HCS cytotoxicity % | Ins promoter up | Ins promoter up cell count
Cc1cc(C)n(-c2cc(N3CCN(S(=O)(=O)c4ccc5ccccc5c4)CC3)ccc2[N+](=O)[O-])n1 | i | 5.0 | -2.4 | 1364 | i | 0.2 | . | . | -4.1 | 16.5 | -0.4% | i | 6.3 | 2.4 | 2.4 | 10.1 | 0.02 | 1478
Cc1cccc(-n2c(Cc3cc(=O)[nH]c(=O)[nH]3)nnc2SCC(=O)NCC2CCCO2)c1 (stereo unspecified) | i | 42.0 | . | . | i | 1.8 | . | . | 0.2 | 4.6 | -0.6% | i | 63.9 | 2.6 | 2.5 | 10.1 | 0.01 | 968
Cn1c2c(c3ccccc31)CC/C2=N\O | i | 2.8 | -4.0 | 1122 | i | 0.7 | -0.1 | 713 | 9.9 | 2.8 | . | i | 48.8 | 6.5 | 2.9 | 4.4 | -0.3 | 1138
CCS(=O)(=O)Nc1cccc(-c2nc3cccnc3s2)c1 | . | . | -0.4 | 1425 | i | 1.0 | -3.4 | 664 | . | . | 0.8% | i | 48.2 | . | . | . | -0.77 | 1077
CCc1c(C)sc(NC(=O)c2cc(-c3cc(OC)ccc3OC)on2)c1C#N | i | 36.3 | -5.1 | 926 | i | 1.8 | . | . | 16.8 | 29.9 | 0.9% | i | 43.9 | 8.8 | 2.1 | 2.3 | -0.56 | 1153
Cc1ccc(OCC(=O)Oc2ccc(C(C)C)cc2)cc1 | . | . | . | . | i | 0.5 | 15.1 | 823 | . | . | -0.4% | i | 35.6 | . | . | . | . | .
FC(F)(F)c1ccc(/C=N/n2c(C3CCCCC3)n[nH]c2=S)cc1 | . | . | . | . | i | 0.8 | 9.9 | 809 | . | . | -0.4% | i | 20.7 | . | . | . | . | .
O=C(Nc1cccnc1)c1ccc(COc2ccccc2Br)cc1 | . | . | . | . | i | 0.7 | -2.6 | 833 | . | . | -1.1% | i | 47.8 | . | . | . | . | .
COC(=O)c1ccc(C)c(NC(=O)Cn2cnc3ccccc3c2=O)c1 | i | -45.4 | -9.7 | 1133 | i | 5.0 | 14.8 | 784 | 3.2 | 14.1 | -0.3% | i | 29.6 | 5.2 | 1.8 | 10.6 | 0.31 | 763
CCOC(=O)C1CCCN(C(=O)CCC(=O)Nc2ccc3nc(N4CCOCC4)cc(C)c3c2)C1 (stereo unspecified) | i | 5.0 | 2.4 | 1435 | i | 0.4 | . | . | 18.5 | -4.8 | . | i | 14.7 | 3.5 | 4.8 | 7.3 | -1.38 | 1445
O=C(O)c1ccc(CS(=O)(=O)c2c(Cl)cccc2Cl)o1 | . | . | . | . | i | 0.4 | 22.5 | 702 | . | . | 0.2% | i | 23.9 | . | . | . | . | .
Cc1cc(F)ccc1S(=O)(=O)N1CCCOC1CNC(=O)C(=O)NCc1ccncc1 (stereo unspecified) | . | . | . | . | i | 0.3 | -8.2 | 642 | . | . | -0.4% | i | 13.5 | . | . | . | . | .
CSc1nc(/C=C2\C=Nc3ccccc32)c(O)n1C | i | 11.8 | 0.7 | 612 | i | 0.6 | -3.8 | 577 | 30.1 | 10.1 | -0.3% | i | 9.2 | 2.3 | 2.9 | 6.7 | 0.22 | 1383
O=C(CCCCn1c(=O)[nH]c2ccccc2c1=O)N1CCN(c2ncccn2)CC1 | i | -52.7 | -0.2 | 544 | i | 1.9 | -9.6 | 676 | 13.5 | 10.5 | . | i | 46.8 | 4.8 | 1.4 | 10.7 | -0.76 | 1361
O=C(Nc1nc(-c2cccc(Br)c2)cs1)Oc1ccccc1 | i | 23.8 | -3.1 | 1492 | i | 2.0 | . | . | 5.9 | -2.1 | -0.6% | i | 27.0 | 3.2 | 1.9 | 4.7 | -0.11 | 1527
O=C(c1cc(COc2ccc(F)cc2Cl)on1)N1CCCC(c2ccccc2)C1 (stereo unspecified) | + | 21.9* | -0.6 | 1016 | i | 0.4 | -22.7 | 674 | 37.8 | 14.5 | -1.5% | i | 40.5 | 1.8 | 0.8 | 6.4 | -0.12 | 1414
CN(C)c1ccc(C(CC(=O)O)NC(=O)c2ccc(Cl)cc2)cc1 (stereo unspecified) | i | -0.2 | -4.7 | 1093 | i | 0.0 | . | . | -3.6 | 1.4 | 0.2% | i | 14.7 | 1.8 | 1.3 | 6.6 | 1.16 | 1199
CCCC(C)c1nnc(NC(=O)C2CC(=O)N(CCc3ccc(F)cc3)C2)s1 (stereo unspecified) | . | . | . | . | i | 0.6 | -66.9 | 489 | . | . | -0.2% | i | 16.7 | . | . | . | . | .
O=C(Nc1ccccc1OCc1ccccc1)c1ccccc1Br | . | . | . | . | i | 1.6 | 3.5 | 838 | . | . | -0.4% | i | 57.8 | . | . | . | . | .
Cc1ccc(S(=O)(=O)N2CCN(CC(=O)N/N=C\C(Cl)=C\c3ccccc3)CC2)cc1 | i | 8.5 | -1.1 | 940 | i | 0.7 | 14.1 | 620 | -6.5 | 12.5 | -1.0% | i | 44.8 | 1.8 | 1.9 | 9.1 | 0.04 | 1270
S=C(Cc1cccnc1)N1CCOCC1 | i | 0.2 | -1.2 | 1009 | i | 0.4 | -3.7 | 623 | 4.5 | 8.5 | -0.5% | i | 27.3 | 4.3 | 1.5 | 5.1 | 0 | 1370
COc1ccnc(Oc2ccc(F)cc2)c1C(=O)N/C=N/OCc1ccc(F)cc1 | i | 5.6 | -0.1 | 1460 | i | 2.1 | . | . | 18.4 | -0.9 | 0.3% | i | 28.9 | 4.6 | 1.6 | 8.5 | 0.04 | 1569
Cc1ccc(F)cc1NC(=O)N1c2ccccc2NC(=O)CC1C (stereo unspecified) | . | . | -0.7 | 1351 | i | 0.3 | 6.1 | 718 | . | . | -0.1% | i | 22.5 | . | . | . | -0.03 | 1047
COc1cc(C(=S)N2CCOCC2)cc(OC)c1OC(=O)c1cc([N+](=O)[O-])cc([N+](=O)[O-])c1 | i | 3.8 | 0.0 | 1399 | i | 0.8 | . | . | -8.6 | -26.7 | 0.4% | i | 11.1 | 1.3 | 2.0 | 11.4 | 0.1 | 1602
COc1cc(O)c(C(C)=O)c(CC(=O)O)c1 | . | . | 0.3 | 1090 | i | 2.1 | 7.9 | 692 | . | . | -0.5% | i | 44.2 | . | . | . | -0.28 | 787
CN(C)S(=O)(=O)N1CCC(C(=O)O)(c2ccccc2)CC1 | i | -2.3 | . | . | i | 8.7 | -5.4 | 675 | 15.6 | 27.0 | 0.3% | i | 19.2 | 2.1 | 2.1 | 5.1 | . | .
Cc1cccc(N2CCN(S(=O)(=O)c3ccc4c(c3)NC(=O)C(C)S4)CC2)c1C (stereo unspecified) | . | . | . | . | i | 2.9 | 7.8 | 783 | . | . | 0.0% | i | 38.5 | . | . | . | . | .
CC(=O)c1c(C)[nH]c(C(=O)CSc2nc3ccccc3c(=O)n2CCCO)c1C | i | 8.5 | -0.2 | 1111 | i | 0.4 | 30.9 | 751 | -6.0 | 4.0 | 0.0% | i | 50.9 | 2.1 | 3.1 | 6.0 | 0.14 | 1365
COc1cc(-c2nc3cnccn3c2Nc2ccc(C)cc2)ccc1O | i | -0.9 | 0.7 | 1183 | i | 3.6 | -9.4 | 750 | -11.4 | -7.8 | 0.5% | i | 20.6 | 2.3 | 3.4 | 8.2 | 0.43 | 910
Cc1cccc(N/N=C/c2ccccc2O)c1 | i | -4.5 | 0.2 | 952 | i | 0.7 | 0.4 | 671 | 38.1 | 27.8 | 0.2% | i | 37.5 | 3.4 | 4.0 | 3.5 | . | .
CC1CCCN(C(=O)Cc2cccc3ccccc23)C1 (stereo unspecified) | . | . | . | . | i | 0.7 | -1.2 | 823 | . | . | 0.4% | i | 40.9 | . | . | . | . | .
COc1cccc(/C(O)=C2/C(=O)C(=O)N(Cc3cccnc3)C2c2ccco2)c1 (stereo unspecified) | i | 11.7 | . | . | i | 0.5 | . | . | 5.0 | -16.9 | -0.7% | i | 9.0 | 3.8 | 1.7 | 9.3 | . | .
O=C(CSc1nccc(=O)[nH]1)Nc1ccc2c(c1)OCCO2 | i | 9.7 | 0.7 | 1113 | i | 0.6 | 1.0 | 690 | 1.5 | 14.9 | 0.6% | i | 27.3 | 1.4 | 0.9 | 3.5 | -0.61 | 1263
O=C(/C=C/c1ccc(Cl)cc1)N1CCN(c2ccccc2[N+](=O)[O-])CC1 | i | -10.2 | -4.4 | 588 | i | 1.2 | 4.5 | 611 | 65.4* | 39.2* | -1.4% | i | 5.2 | 4.0 | 2.2 | 5.2 | -0.17 | 1312

Rewritten as tab-separated lines: entries from further up
SMILES	Autophagy HCS	Autophagy HCS cell loss 18 h	b-catenin transl	b-catenin transl cell count 5 µM	Myeloid diff MLP	Myeloid diff MLP GFP+ MAC1+ %	Lipid droplet	Lipid droplet cells 6.5 µM	WT yeast gro inh	WT yeast gro inh mutant strain	West Nile virus CPE	T cell modulator	T cell modulator vesicle-bound %	MT stabilize HCS	MT stabilize HCS Hoechst-high %	MT stabilize HCS cytotoxicity %	Ins promoter up	Ins promoter up cell count
COc1cccc(/C(O)=C2/C(=O)C(=O)N(Cc3cccnc3)C2c2ccco2)c1 (stereo unspecified)	i	11.7	.	.	i	0.5	.	.	5.0	-16.9	-0.7%	i	9.0	3.8	1.7	9.3	.	.
O=C(/C=C/c1ccc(Cl)cc1)N1CCN(c2ccccc2[N+](=O)[O-])CC1	i	-10.2	-4.4	588	i	1.2	4.5	611	65.4*	39.2*	-1.4%	i	5.2	4.0	2.2	5.2	-0.17	1312

From PubChem BioAssay
